# High-throughput results (PubChem)
# BRCA1 expr up = increases BRCA1 expression | MCF7-BRCA1-FFLuc reporter, luminescence, 48 h; response scale: scaled: vehicle 0%, 10 µM genistein 100% | Potency, µM (highest dose often 46.1 µM), inactives show at the top dose activation, usual class: activators | 380,000 tested, 1.1% active | AID 624202; also: potency is read from the fitted curve at half-maximal effect; nearly all actives have a fitted effect of over 80% in size; some results filed as inactive show a strong effect at the top dose
#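 First, MCF7-BRCA1-FFLuc cells (2000/well) attach for 2 h; next, compounds are pin-added and incubated 48 h at 37 °C; finally, luciferase reagent is added and luminescence read after 15 min.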
# CXXC DNA block = inhibitors of human MLL CXXC domain-DNA interaction; Q03164; MLL-CXXC / FITC-HOXA9 DNA fluorescence polarization; Potency, µM (top dose mostly 115 µM), without a hit: at the top dose activity change, negative = inhibition, usual class: inhibitors; 290,000 tested, 0.037% active; AID 2662; active = well fitted inhibition curve with a large enough effect in the polarisation, with a control signal flat, not every such curve was filed as active; inconclusive = small, poorly fitted or top-dose-only effect, or effect the other way, or a change in a side signal; inactive = no such curve, though single readings can be large or run the other way; the % refers to the polarisation; also: potency is read from the fitted curve at half-maximal effect
#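 Fluorescence polarization: 7 uM MLL-CXXC (stock) preincubated 5 min with compounds, then 50 nM fluorescein-HOX-A9 DNA (stock) added; 30 min ambient. Buffer 50 mM Tris-HCl pH 7.5, 50 mM NaCl, 1 mM DTT, 0.05% BSA.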
# p53 reactivator = restores transcriptional activity of mutant p53; Potency, µM (top dose mostly 92.2 µM), without a hit: at the top dose activity change, positive = activation, usual class: activators; 320,000 tested, 0.063% active; H1299 p53-A138V BP100-luciferase reporter, luminescence, 24 h; AID 504706; also: potency is read from the fitted curve at half-maximal effect; % of control where 0% means no effect; nearly all actives have a fitted effect of over 45% in size
#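 p53-null H1299 cells stably carrying temperature-sensitive p53-A138V and a BP100-luciferase reporter were pinned with compounds (4-point, 1:5 series) and held 24 hrs at 37 deg C. Luminescence was read 10 min after detection reagent.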
# A-T KAP1 phos = potential ataxia-telangiectasia treatments restoring KAP-1 phosphorylation; 320,000 tested, 0.19% active; […] A-T fibroblasts, KAP-1 phosphorylation AlphaLISA; neocarzinostatin DNA damage 30 min before lysis; Potency, µM (highest dose often 57.5 µM), for inactives: at the top dose activation, usual class: activators; also: potency is read from the fitted curve at half-maximal effect; % of control where 0% means no effect; nearly all actives have a fitted effect of over 45% in size
#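 ATM-like activity read as KAP-1 phosphorylation via AlphaLISA donor/acceptor antibody pairs after lysis and 6 hr at 25C. Cells were ATM-null patient fibroblasts ([…], hTERT), dosed 60 min, then exposed to the DSB inducer NCS for 30 min.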
# Integrin act MD = activates integrin-mediated alleviation for muscular dystrophy | alpha7betagal myoblasts, beta-gal FDG fluorescence, 48 h | Potency, µM (series often up to 38.3 µM), for the others: top-dose activation, most hits filed as activators | 350,000 tested, 0.064% active;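 also: potency is read from the fitted curve at half-maximal effect; 100% = response of the positive control SU9516; nearly all actives have a fitted effect of over 60% in size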
#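 Alpha7betagal+/- myoblasts (passage 13) were plated 16-24 hr, then exposed to compounds (1:260 dilution of DMSO stock) for 48 hours at 37C. After MPER lysis, β-galactosidase reporter activity was read as FDG fluorescence (ex 480/em 540) after 30 minutes.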
# TSG101-PTAP inh = blocks PTAP/TSG101 interaction to inhibit HIV-1 budding | Q99816 | Fluorescence polarization, FITC-PTAP peptide / Tsg101 binding | Potency, µM (doses to about 115 µM), inactives show top-dose activity change, negative = inhibition, most hits filed as inhibitors | 340,000 tested, under 10 active | AID 493005; active = well fitted inhibition curve with a large enough effect in the main read-out, with a control signal flat, not every such curve was filed as active; inconclusive = small, poorly fitted or top-dose-only effect, or effect the other way, or a change in a side signal; inactive = no such curve, though single readings can be large or run the other way; also: potency is read from the fitted curve at half-maximal effect; % of control where 0% means no effect
# Target sequence (Q99816 whole entry, looked up): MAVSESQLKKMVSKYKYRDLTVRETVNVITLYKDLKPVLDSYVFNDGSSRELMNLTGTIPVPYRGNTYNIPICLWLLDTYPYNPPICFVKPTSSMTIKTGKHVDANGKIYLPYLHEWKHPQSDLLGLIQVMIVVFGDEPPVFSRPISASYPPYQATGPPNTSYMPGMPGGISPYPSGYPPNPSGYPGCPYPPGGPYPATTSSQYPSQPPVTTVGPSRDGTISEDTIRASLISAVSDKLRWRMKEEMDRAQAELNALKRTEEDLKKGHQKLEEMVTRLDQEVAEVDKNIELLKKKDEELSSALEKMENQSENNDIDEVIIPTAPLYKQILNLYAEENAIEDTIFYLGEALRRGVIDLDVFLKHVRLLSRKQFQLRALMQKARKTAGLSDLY
#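 Steps: Tsg101 binding domain dispensed (10 uM final), compounds pinned in DMSO, FITC-labeled PTAP-motif peptide added (50 nM final); after 20 min binding at room temperature, polarization measured.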
# B2AR arrestin = agonists driving beta-arrestin recruitment to human beta2-adrenergic receptor | Potency, µM (top dose mostly 46.1 µM), without a hit: top-dose activation, actives largely listed as activators | AID 492947 | P07550 | 330,000 tested, 0.02% active | beta-arrestin recruitment to beta2AR, cell-based reporter;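 also: potency is read from the fitted curve at half-maximal effect; 0% = DMSO controls and full agonism = EC100 isoproterenol or metaproterenol; nearly all actives have a fitted effect of over 65% in size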
# Target sequence (P07550 whole entry, looked up): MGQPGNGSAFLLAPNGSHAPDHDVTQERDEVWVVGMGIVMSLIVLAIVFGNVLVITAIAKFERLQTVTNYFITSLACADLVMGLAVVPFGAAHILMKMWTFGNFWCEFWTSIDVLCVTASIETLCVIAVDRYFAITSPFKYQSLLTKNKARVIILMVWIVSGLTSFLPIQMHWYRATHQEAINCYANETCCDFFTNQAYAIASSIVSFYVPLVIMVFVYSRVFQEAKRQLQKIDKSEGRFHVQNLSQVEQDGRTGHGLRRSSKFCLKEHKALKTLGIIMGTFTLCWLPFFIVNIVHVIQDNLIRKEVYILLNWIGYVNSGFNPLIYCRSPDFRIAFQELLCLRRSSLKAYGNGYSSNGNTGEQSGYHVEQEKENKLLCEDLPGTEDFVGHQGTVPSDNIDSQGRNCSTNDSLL
# TRPV1 agonist = activates the human vanilloid receptor TRPV1. Q8NER1. TRPV1-expressing cells, Fluo-8 calcium influx, agonist mode. activation, % at 8.33 µM. 320,000 tested, 0.19% active. AID 540275; in the data active = activation above about 80%; inconclusive = between about 30% and that limit; also: 0% is about no effect
#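 Fluo-8 calcium influx in TRPV1-expressing cells, kinetic read (ex 480/em 520 nm). Compound added and read 3 min for agonist activity, followed by capsaicin at EC20 final and 2 min further read for enhancement.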
# ELG1 repair inh = ELG1-dependent DNA repair inhibition; HEK293T ELG1-luciferase reporter, luminescence, 16 h; DNA damage induced by 5-fluorouridine; Potency, µM (doses to about 46.1 µM), for the others: at the top dose activity change, negative = inhibition, hits mostly inhibitors; 330,000 tested, 2.3% active; AID 504467; also: potency is read from the fitted curve at half-maximal effect; % is scaled to controls: 0 for no effect and ±100 for the full control effect; nearly all actives have a fitted effect of over 55% in size
#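 Overnight (16 hr) co-exposure of 2,000 cells/well to 5-fluorouridine and compound at 37 °C preceded detection. Luciferase was quantified via ONE-Glo luminescence; loss of signal denotes inhibition.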
# TCR activator = activates T cell receptor signaling; 330,000 tested, under 10 active; Potency, µM (doses to about 9.22 µM), for inactives: at the highest dose activation of IL-2 secretion, actives largely listed as activators; AID 504894; primary human leukocytes, anti-CD3, IL-2 HTRF, 48 h; also: % of control where 0% means no effect
#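 IL-2 produced over 48 hr by a-CD3 bead-stimulated primary human leukocytes exposed to compounds was detected with a homogeneous time-resolved FRET immunoassay, 665nm acceptor signal after 320nm excitation.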
# * marks the source's active call; other numbers are inactive results; ? = inconclusive; / = not tested or not shown; [ ] = remark or other dose. Unless noted, calls follow the shape of the dose curve; as a rule, active = well fitted curve in the direction sought with a large enough effect; inconclusive = small, poorly fitted or top-dose-only effect, or another doubt; inactive = no such curve, though single readings can be large; an effect the other way counts as inactive or inconclusive. This is a random part of the collection. Share with any hit: about 3.8%.
canonical_smiles	BRCA1 expr up	CXXC DNA block	p53 reactivator	A-T KAP1 phos	Integrin act MD	TSG101-PTAP inh	B2AR arrestin	TRPV1 agonist	ELG1 repair inh	TCR activator
Cc1ccn(CC(=O)N2CCCC(N3CCN(Cc4ccc5c(c4)OCO5)CC3)C2)n1 (stereo unspecified)	-25%	-1%	6%	9%	-20%	/	-0.1%	0	2%	-1%
CCCCn1c(CNC(=O)C23CC4CC(CC(C4)C2)C3)nnc1SC(C)CC (stereo unspecified)	-19%	-2%	11%	8%	25%	-2%	0.0%	30	-5%	1%[46.1 µM]
COc1ccc2cc(C(=O)NCC3CCCO3)[nH]c2c1 (stereo unspecified)	?	?	20%	-2%	0%	-1%	-0.6%	2	?	-1%
O=C(N1CCN(Cc2ccccc2)CC1)C(Cl)(Cl)Cl	32%	?	8%	-4%	-4%	-8%	-0.2%	3	0%	1%[46.1 µM]
COc1ccc(OC)c(CNS(=O)(=O)c2cc(-c3cc(C)no3)ccc2OC)c1	-14%	2%	-1%	1%	-28%	-6%	0.5%	6	0%	-7%
NC(=O)c1c(NC(=O)c2ccccc2)sc2c1CCN(Cc1ccccc1)C2	17%	/	/	1%	-9%	?	-0.7%	28	?	1%
COc1ccccc1Nc1nc2c(s1)CCC2	15%	13%	?	-6%	22%	-4%	0.2%	-1	?	-11%
O=C(O)CCCC(=O)Nc1nncs1	1%	-21%	2%	0%	-4%	1%	0.4%	3	-7%	1%
Cc1ccc(OCC(=O)NNC(=O)C2CCN(c3ncccn3)CC2)cc1	0%	-3%	-5%	13%	17%	0%	0.2%	-3	5%	-1%
O=C1c2ccccc2CCc2ccccc21	42%	/	/	/	10%	-2%	/	/	/	1%
O=C(NCC1CCCO1)c1ccc2c(c1)N(Cc1ccccc1)CCS2 (stereo unspecified)	-13%	-3%	-5%	31%	11%	0%	-0.4%	?	1%	-5%
CCOc1ccc2nc(SCc3ccc(OC)cc3)sc2c1	47%	18%	?	16%	-2%	-2%	0.1%	?	?	6%[46.1 µM]
CC(=O)NN1C(=O)/C(=C2/Sc3ccccc3N2C)SC1=S	4%	9%	6%	-3%	1%	0%	0.1%	2	?	-2%
Cc1ccc(Cl)cc1NC(=O)c1ocnc1C	1%	3%	11%	1%	2%[7.66 µM]	1%	-0.7%	-8	11%	/
COC(=O)C(=C/C(C)=C/c1cccnc1)C(=O)OC	-90%	17%	-12%	11%	-67%[inhibitor]	0%	-0.1%	-1	?	5%
Cc1ccccc1OCc1nnc(SC(C)C(=O)O)n1Cc1ccccc1 (stereo unspecified)	3%	3%	3%	0%[11.5 µM]	34%	-6%	0.0%	1	11%	/
O=C(COc1ccccc1[N+](=O)[O-])N(Cc1ccccc1)c1ccccn1	13%	25%	0%	-1%	5%	-1%	0.0%	6	0%	0%
Cn1c(C(O)c2ccccc2)nc(Cl)c1Cl (stereo unspecified)	0%	-1%	0%	7%	-11%	-9%	0.4%	-1	16%	/
COCCCNC(=O)C[C@H]1C[C@H](C(=O)N(C(C)C)C(C)C)[C@@]2(C)c3[nH]c4cc(CCC(=O)N(C)C)ccc4c3CCN2C1=O	12%	/	3%	5%	12%	3%	0.3%	/	?	1%[46.1 µM]
COc1ccc(Br)cc1CNC(=O)C1CCN(S(=O)(=O)N2CCCC2)CC1	-20%	-7%	6%	4%	-16%	-6%	0.4%	-2	-15%	-1%
Cc1nnc(SCC(=O)c2ccc(Cl)cc2)s1	21%	-1%	4%	-4%	-11%	0%	-0.3%	22	0%	-8%
NNC(=O)COc1ccc(-c2nccc(-c3ccc(F)cc3)n2)cc1	-72%	-11%	-9%	-4%	0%	1%	0.6%	?	4%	-20%
CN(C)c1nc(Nc2ccccc2)nc(N(C)C)n1	-38%	5%	3%	-2%	3%	-1%	0.3%	1	?	-1%
CN(C)C(CNC(=O)c1ccc2c(c1)S(=O)(=O)c1ccccc1C2=O)c1ccco1 (stereo unspecified)	-15%	0%	5%	-1%	-29%	-5%	-0.4%	1	4%	-2%
CCCn1c(=N)n(CC(=O)c2cccs2)c2ccccc21	-24%	5%	-7%	3%	-7%	-7%	-0.2%	1	5%	-3%

# A second format for some results above:
# Order of values: BRCA1 expr up | CXXC DNA block | p53 reactivator | A-T KAP1 phos | Integrin act MD | TSG101-PTAP inh | B2AR arrestin | TRPV1 agonist | ELG1 repair inh | TCR activator
Cc1ccccc1OCc1nnc(SC(C)C(=O)O)n1Cc1ccccc1 (stereo unspecified)
  3% | 3% | 3% | 0%[11.5 µM] | 34% | -6% | 0.0% | 1 | 11% | /
COc1ccc2cc(C(=O)NCC3CCCO3)[nH]c2c1 (stereo unspecified)
  ? | ? | 20% | -2% | 0% | -1% | -0.6% | 2 | ? | -1%

# (listing goes on)
canonical_smiles	BRCA1 expr up	CXXC DNA block	p53 reactivator	A-T KAP1 phos	Integrin act MD	TSG101-PTAP inh	B2AR arrestin	TRPV1 agonist	ELG1 repair inh	TCR activator
OCCN1CCN(c2cc(-c3ccccc3)c3ccccc3n2)CC1	-13%	18%	-7%	-2%	-33%	-1%	-0.6%	-1	-2%	-10%[46.1 µM]
CC(=O)Nc1ccc(NC(=O)CCN2C(=O)c3ccccc3C2=O)cc1	12%	-1%	9%	-4%	8%	1%	-0.1%	5	1%	2%
CCOC(=O)NCCc1ccc(OC)cc1	42%	6%	-4%	7%	-18%	0%	-0.2%	4	20%	-2%
C=CCOc1cccc(CNCc2cccnc2)c1	-2%	-14%	/	-3%	?	-3%	0.2%	3	0%	2%
Cc1ccc(S(=O)(=O)N2CCOCC2)cc1C(=O)c1nccn1C	-14%	2%	-1%	-2%	0%	-3%	0.0%	-6	3%	-6%
CCCCNC(=S)Nc1ccc(Cl)cc1	?	8%	?	6%	-31%	1%	-2.9%	?	21%	1%[46.1 µM]
COc1ccc(-c2cc(C(F)F)n3ncc(C(=O)NCCCN4CCCC4=O)c3n2)cc1	2%	1%	-6%	-3%	14%	-7%	-2.3%	4	6.5µM*	0%
CCOC(=O)c1c(C)[nH]c(C)c1C(=O)CSc1nc2ccccc2n1CCOC	-18%	7%	1%	0%	-11%	-2%	-0.4%	0	-26%	9%[46.1 µM]
CCOc1ncccc1C(=O)Nc1ccc2c(c1)OCO2	-37%	18%	-1%	6%	8%	1%	0.1%	4	?	-15%
COCC1CCCN(C(=O)c2ccc3oc(Cc4ccc(Cl)cc4)nc3c2)C1 (stereo unspecified)	6%	3%	1%	2%	-20%	-7%	0.1%	12	-22%	-1%
CCn1c(SCc2nc3sc(C(=O)O)c(C)c3c(=O)[nH]2)nc2ccccc21	-26%	?	-1%	-2%	-7%	-5%	-0.2%	1	0%	6%
O=C(CN1CCN(Cc2ccccc2)CC1)c1ccc(Br)cc1	1%	3%	-12%	-6%	-26%	-5%	14%	1	14%	-4%
CC1Cc2ccccc2N1c1ncnc2nc[nH]c12 (stereo unspecified)	26%	0%	?	6%	9%	-8%	0.2%	0	-19%	-3%[46.1 µM]
O=C(/C=C/c1cccs1)Nc1ccc(N2CCOCC2)c(S(=O)(=O)Nc2cc(Cl)ccc2Cl)c1	1%	13%	-14%	1%	27%	-2%	-0.4%	-4	?	-3%
O=C(CSc1ccc(-c2cccnc2)nn1)c1ccc([N+](=O)[O-])cc1	-29%	3%	3%	-8%	-7%	-5%	0.2%	0	-7%	-8%
O=C(C1CCN(c2nnc(-n3cccc3)s2)CC1)N1CCOCC1	3%	-3%	0%	0%	0%	0%	0.0%	7	9%	-11%
Cc1csc(NC(=O)Cc2ccc(Br)cc2)n1	66%	0%	/	1%	-14%	0%	-0.6%	4	?	/
O=C(CSc1cccc(C(F)(F)F)c1)Nc1nnc(C2CC2)s1	12%	/	-4%	9%	2%	-3%	-0.5%	/	11%	-4%
COC(=O)/C=C1\N/C(=N\c2nc(C)cc(C)n2)N(c2ccccc2)C1=O	-15%	-14%	3%	2%	-21%	1%	0.3%	2	-17%	12%
COc1ccc(Br)cc1CN1CCN(Cc2c[nH]c3ccccc23)CC1	-82%[inhibitor]	48%	1%	3%	?	-1%	0.4%	0	-18%	0%
O=C(O)CCCC(=O)OCCc1cc2ccccc2c(=O)o1	0%	/	2%	-1%	-10%	0%	-2.0%	/	?	-1%
O=C(CSc1nc(-c2ccc(F)cc2)cs1)NCC1CCCO1 (stereo unspecified)	0%	/	3%	-3%	-4%	-5%	-0.6%	/	-15%	2%
Cc1ccc(/C=N/NC(=O)C(C)Oc2ccccc2[N+](=O)[O-])s1 (stereo unspecified)	26%	5%	8%	19%	25%	-4%	0.2%	4	?	1%[46.1 µM]
CCN(CC(=O)Nc1cccc(OC)c1)C(=O)c1ccc(C)s1	0%	10%	-6%	0%	1%	-7%	-1.0%	5	-12%	5%
Cc1ccc(S(=O)(=O)NCC(c2cccnc2)N2CCN(Cc3ccccc3)CC2)cc1 (stereo unspecified)	8%	0%	9%	4%	?	-6%	0.5%	2	-1%	6%
